Assay outcomes deposited in PubChem BioAssay by several laboratories.
M5 antag – CHRM5 antagonism in calcium assay; 360,000 compounds, 0.59% hits; CHO-hM5 cells, Fluo-8 calcium fluorescence, ACh EC80; P08912; inhibition, % at 3 µM;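 active means inhibition above a per-plate cutoff, the mean of that plate's test compounds plus 3 SD, cut at about 27% in these data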;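 further: 0% = acetylcholine EC80 with DMSO and 100% = DMSO without agonist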
Target sequence (P08912 whole entry, looked up): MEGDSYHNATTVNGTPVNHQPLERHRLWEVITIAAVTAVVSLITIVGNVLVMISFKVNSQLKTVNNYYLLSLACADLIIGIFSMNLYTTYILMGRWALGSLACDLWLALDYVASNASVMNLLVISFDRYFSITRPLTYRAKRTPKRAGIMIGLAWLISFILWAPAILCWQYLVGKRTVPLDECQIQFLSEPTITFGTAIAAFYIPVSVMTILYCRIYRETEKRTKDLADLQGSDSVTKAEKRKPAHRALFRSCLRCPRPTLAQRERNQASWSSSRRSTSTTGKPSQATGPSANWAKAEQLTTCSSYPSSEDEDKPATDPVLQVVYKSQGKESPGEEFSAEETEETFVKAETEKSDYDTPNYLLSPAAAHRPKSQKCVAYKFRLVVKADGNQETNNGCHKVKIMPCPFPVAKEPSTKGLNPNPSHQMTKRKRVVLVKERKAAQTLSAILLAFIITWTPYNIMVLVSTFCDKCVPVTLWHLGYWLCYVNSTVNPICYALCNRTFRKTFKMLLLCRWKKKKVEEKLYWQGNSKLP
IDE cell inh – cellular human IDE inhibition; P14735; HEK cells, FAbetaB cleavage, fluorescence polarization; inhibition, % at 5.59 µM; 320,000 compounds, 0.41% hits; AID 434962;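 active means percent inhibition above the average of all tested compounds plus 3 SD, set per screening campaign, cut at about 16% in these data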;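 further: IDE supplied by intact live HEK cells; FP after avidin binding of uncleaved biotin substrate so inhibition keeps polarization high; 0% = DMSO wells and 100% = 60 µM reference IDE inhibitor Ii1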
M5 ag – agonists of human muscarinic M5 receptor (CHRM5); CHO-K1 hM5 cells, Fluo-8 calcium fluorescence; 0% DMSO wells, 100% maximal acetylcholine response; activation, % at 3 µM; 360,000 compounds, 0.19% hits;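 active means activation above the run's mean over test compounds plus 3 SD, cut at about 23% in these data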;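 further: signal is peak over basal fluorescence ratio across the kinetic read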
CRFR2-BP antag – CRF-BP/CRF-R2 complex antagonism. HEK293 CRF-R2/CRF-BP, CRF-induced calcium fluorescence. inhibition, % at 11.8 µM. 350,000 compounds, 0.59% hits;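 active means inhibition of the ligand-induced calcium signal above about 50% at the single tested concentration, limit read from the data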
CHRM5 PAM – CHRM5 positive allosteric modulation; CHO-K1 hM5, Fluo-8 calcium, ACh EC20 PAM; 0% = ACh EC20, 100% = ACh EC100; 360,000 compounds, 0.3% hits; activation, % at 3 µM;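 active means activation above the run cutoff, the mean activation of all test compounds plus 3 SD, cut at about 18% in these data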
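Assay system: CHO-K1 hM5 cells. Also added: acetylcholine at EC20 concentration, added after compound. Dosing: 3 µM, single dose. Times: compound preincubation 140 s before EC20 acetylcholine addition. Signal: Fluo-8 calcium fluorescence. Measure: % activation relative to EC20 and EC100 ACh responses. Repeats: singlicate, one well per test compound.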
M4 antag – antagonists of human muscarinic M4 receptor (CHRM4); inhibition, % at 3 µM; AID 624125; CHO-hM4 cells, ACh EC80, Fluo-8 calcium fluorescence; P08173; 360,000 compounds, 0.73% hits;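 active means inhibition above its plate's cutoff, the mean inhibition of sample wells plus 3 SD, cut at about 27% in these data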;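 further: 0% = acetylcholine EC80 with DMSO and 100% = DMSO without agonist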
Target sequence (P08173 whole entry, looked up): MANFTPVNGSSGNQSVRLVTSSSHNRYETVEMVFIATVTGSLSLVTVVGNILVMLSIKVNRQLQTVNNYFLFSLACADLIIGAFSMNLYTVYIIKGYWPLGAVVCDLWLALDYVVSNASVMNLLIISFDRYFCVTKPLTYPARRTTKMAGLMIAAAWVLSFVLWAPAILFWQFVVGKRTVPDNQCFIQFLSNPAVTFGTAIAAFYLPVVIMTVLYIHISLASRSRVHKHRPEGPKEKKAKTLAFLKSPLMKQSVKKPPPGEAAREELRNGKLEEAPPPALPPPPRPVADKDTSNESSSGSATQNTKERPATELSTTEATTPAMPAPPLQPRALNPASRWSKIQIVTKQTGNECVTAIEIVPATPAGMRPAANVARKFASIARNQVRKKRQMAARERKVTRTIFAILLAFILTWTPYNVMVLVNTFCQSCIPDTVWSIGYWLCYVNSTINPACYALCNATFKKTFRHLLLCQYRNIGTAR
CHRM4 PAM – CHRM4 positive allosteric modulation; P08173; CHO-K1 hM4/Gqi5, Fluo-8 calcium fluorescence, ACh EC20; 0% = ACh EC20, 100% = maximal ACh; activation, % at 3 µM; 360,000 compounds, 0.4% hits;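 active means activation above its plate's cutoff, the mean activation of sample wells plus 3 SD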; further: some results filed as inactive read as strong as hits
CRFBP-R2 agonist – agonists of human CRF-binding protein/CRF-R2 receptor complex; HEK293 CRF-R2/CRF-BP, calcium dye fluorescence (FLIPR); percent of saturating CRF peptide response; activation, % at 13.2 µM; 350,000 compounds, 0.46% hits;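 active means activation of at least 50%, plus an integration ratio under a set limit after plate pattern correction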;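 further: plate controls were neutral control wells without compound for no effect and CRF at EC100 for full effect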
M4 ag – agonists of human muscarinic M4 receptor (CHRM4) | P08173 | CHO-K1 hM4/Gqi5, Fluo-8 calcium fluorescence; vehicle 0%, full acetylcholine response 100% | activation, % at 3 µM | 360,000 compounds, 0.14% hits | AID 624127;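 active means activation above the run mean over all test wells plus 3 SD, cut at about 32% in these data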;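 further: peak over basal fluorescence ratio per well then scaled between controls; 0% = DMSO wells and 100% = acetylcholine at EC100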
* = called active by the depositor; · = not tested or not shown.

SMILES	M5 antag	IDE cell inh	M5 ag	CRFR2-BP antag	CHRM5 PAM	M4 antag	CHRM4 PAM	CRFBP-R2 agonist	M4 ag
CN(C)/C=C1/Nc2ccccc2C1=O	2	2	0	-3	4	2	2	0.4	1
COc1ccc(C2CC(=O)C(C=NCCO)=C(O)C2)cc1OC (configuration not stated)	-8	2	1	-7	4	4	13	0.2	1
O=C(Nc1ccc(O)c(-c2nc3ccccc3s2)c1)C1=COCCO1	23	-1	-4	-3	-20	79*	-41	1.8	2
C[C@H]1CN([C@@H](C)CO)C(=O)CCCn2nncc2CO[C@H]1CN(C)C(=O)Nc1ccnc(N2CCOCC2)c1	-1	·	-1	-14	-3	-27	10	1.1	4
C[C@@H]1CN([C@@H](C)CO)C(=O)c2cccc(NC(=O)Nc3ccccc3)c2O[C@H]1CN(C)C(=O)Nc1cccc2ccccc12	9	3	-8	0	-3	-9	6	2.8	3
Cc1cc(C)c(S(=O)(=O)Nc2nnc(CC(C)C)s2)c(C)c1	0	-5	-8	12	1	-5	0	-0.3	-1
Cn1cnc(S(=O)(=O)N2CCN(c3ccc(Cl)cc3)CC2)c1	6	0	3	-6	-8	-1	-7	0.8	18
CC(=O)N1[C@H](Cc2ccccc2)C=C[C@]1(C)C(=O)NCc1ccccn1	-8	3	-1	0	5	-9	22	-0.2	1
CC(Sc1nnc(-c2cccnc2)n1C)C(=O)N1CCOCC1 (configuration not stated)	6	5	-2	15	-1	-20	17	4.6	0
CCOc1ncccc1C(=O)OCC(=O)NCCc1ccc(S(N)(=O)=O)cc1	-4	0	2	7	10	-1	1	1.3	1
CC(=O)N1c2ccc(S(=O)(=O)N3CCC(C(=O)NC(C)c4ccccc4)CC3)cc2CC1C (configuration not stated)	-2	-3	0	7	-2	3	0	0.6	2
Cc1ccc(NC(=O)COC(=O)COc2ccc3ccc(=O)oc3c2)cc1[N+](=O)[O-]	10	2	3	10	6	-14	11	-0.2	1

Single entries from the list.
Result for CCOc1ncccc1C(=O)OCC(=O)NCCc1ccc(S(N)(=O)=O)cc1 in M4 ag: 1
Result for CC(=O)N1[C@H](Cc2ccccc2)C=C[C@]1(C)C(=O)NCc1ccccn1 in M4 antag: -9
Result for C[C@@H]1CN([C@@H](C)CO)C(=O)c2cccc(NC(=O)Nc3ccccc3)c2O[C@H]1CN(C)C(=O)Nc1cccc2ccccc12 in M5 ag: -8
Result for CC(=O)N1c2ccc(S(=O)(=O)N3CCC(C(=O)NC(C)c4ccccc4)CC3)cc2CC1C (configuration not stated) in M4 ag: 2

Single records, as listed above. Values in the order: M5 antag, IDE cell inh, M5 ag, CRFR2-BP antag, CHRM5 PAM, M4 antag, CHRM4 PAM, CRFBP-R2 agonist, M4 ag
Cc1ccc(NC(=O)COC(=O)COc2ccc3ccc(=O)oc3c2)cc1[N+](=O)[O-] is listed with 10, 2, 3, 10, 6, -14, 11, -0.2, 1
O=C(Nc1ccc(O)c(-c2nc3ccccc3s2)c1)C1=COCCO1 is listed with 23, -1, -4, -3, -20, 79*, -41, 1.8, 2
C[C@H]1CN([C@@H](C)CO)C(=O)CCCn2nncc2CO[C@H]1CN(C)C(=O)Nc1ccnc(N2CCOCC2)c1 is listed with -1, ·, -1, -14, -3, -27, 10, 1.1, 4
CC(=O)N1[C@H](Cc2ccccc2)C=C[C@]1(C)C(=O)NCc1ccccn1 is listed with -8, 3, -1, 0, 5, -9, 22, -0.2, 1
CC(=O)N1c2ccc(S(=O)(=O)N3CCC(C(=O)NC(C)c4ccccc4)CC3)cc2CC1C (configuration not stated) is listed with -2, -3, 0, 7, -2, 3, 0, 0.6, 2

(next part)
SMILES	M5 antag	IDE cell inh	M5 ag	CRFR2-BP antag	CHRM5 PAM	M4 antag	CHRM4 PAM	CRFBP-R2 agonist	M4 ag
O=C(Nc1ccccc1)N1CCC(C(=O)N(Cc2ccco2)Cc2cccs2)CC1	8	1	0	-20	-3	-8	1	-3.3	4
O=C(O)CC[C@@H](C(=O)O)N1C(=O)c2ccccc2C1=O	1	4	3	29	1	0	5	-2.5	1
COc1cccc(NC(=O)CNC(=O)Cn2cnc3sc4c(c3c2=O)CCCC4)c1	6	6	-3	-19	-2	-3	-2	-3.1	2
Cc1nc2c(OCc3ccc(C(F)(F)F)cc3)cccn2c1N(C)Cc1cccs1	7	·	0	·	-12	1	-15	·	4
Cc1ccc(OCC(=O)N2CCN(C(=O)c3cccnc3)CC2)cc1	6	-7	-2	5	-6	0	-1	-1.3	1
Cc1ccc(S(=O)(=O)NCC(c2cccnc2)N2CCc3ccccc32)cc1 (configuration not stated)	-3	-2	-5	4	6	-1	1	0.1	0
Cc1ccc(NC(=O)C2CC(=O)N/C(=N/N=C/c3ccco3)S2)cc1 (configuration not stated)	-3	0	0	-3	1	-1	7	-0.7	1
COc1ccc(NC(=S)N2CCc3cc(OC)c(OC)cc3C2)cc1	3	3	-1	-1	10	0	14	-0.7	2
COc1ccc([C@H]2CC(=O)C=C(c3ccccc3Oc3ccccc3)C2)cc1	7	6	-1	-1	-2	0	1	0.7	1
CCOC(=O)c1cc(NC(=O)N(C)C2CCCCC2)c(C)nc1C	-4	1	0	-1	11	-3	-7	-0.3	2
CCC(C)Sc1nc2ccccc2c(=O)[nH]1 (configuration not stated)	-5	1	-4	1	-4	-5	-1	-1.6	0
COc1cccc(C2SCC(=O)N2c2cccc(C)c2)c1OC (configuration not stated)	0	2	-8	6	-5	8	-17	0.3	0
CSc1ccc(S(=O)(=O)N(CC(=O)NCc2ccccn2)c2ccc(C)cc2)cc1	-5	6	-2	-11	0	4	-5	-0.5	0
Cc1ccc(N2C(=O)C3CC(c4ccccc4)=C4C5C=CC(C6C(=O)N(c7ccc(C)cc7)C(=O)C56)C4C3C2=O)cc1 (configuration not stated)	5	-1	-2	-10	-3	-2	19	-1.1	1
O=C(O)c1ccccc1C(=O)Nc1ccc(Oc2cccc3ccccc23)cc1	6	·	-2	21	-2	-16	9	126*	2
COc1cc(OC)cc(C(=O)N=c2sc3ccccc3n2C)c1	9	11	-3	-19	-11	-9	0	0.7	8
CCOC(=O)CNC(=O)CSc1nc(N(C)C)nc(N2CCOCC2)n1	-7	3	-2	0	4	-20	6	0.2	2
Cc1ccc(-c2noc(C3CCN(S(C)(=O)=O)CC3)n2)o1	0	5	0	-4	-3	-2	-3	2.1	1
Cc1ccc(OC(=O)c2cccc(S(=O)(=O)N3CCN(C)CC3)c2)c(Br)c1	6	1	-3	-6	-1	-3	-1	0.8	5
O=C(O)C1CC(=O)N(c2ccc(OCc3ccccc3Cl)cc2)C1 (configuration not stated)	-10	6	-1	-24	14	0	3	0.7	1
O=C(CSc1ccccc1C(=O)N1CCCCC1)NCC1CCCCC1	14	1	-5	-4	-6	2	-4	-0.3	1
C#CCNC(=O)c1cc(-c2ccccc2)sc1N	6	·	3	·	0	-5	-2	·	3
Cc1ccc(NC(=O)CN2CCOCC2)cc1	0	3	-1	4	-1	-14	3	0.8	1
Cn1c(CN2CCOCC2)nnc1SCC(N)=O	0	1	-2	4	-1	-1	3	1.0	0
COc1ccc(/C=C/C(=O)NCC(=O)N/N=C/c2ccc(OC)cc2)cc1	2	-2	0	-13	-2	5	-6	-0.2	1
CC(NC(=O)C(NS(=O)(=O)c1cccs1)C(C)C)c1ccc(S(N)(=O)=O)cc1 (configuration not stated)	8	-2	0	-7	-3	8	3	0.7	1
Cc1nc(C(=O)NCC(=O)c2ccc(Cl)cc2)c(C(F)(F)F)o1	9	1	0	4	-11	1	-33	-2.1	14
CC(C)(C)c1ccc(/C=C/C(=O)Nc2cccnc2)cc1	8	-4	-4	-9	-5	-23	-3	-2.0	8
c1cnc(N2CCN(Cc3c[nH]c4ccccc34)CC2)nc1	5	-5	-3	-15	1	5	-6	6.5	1
C[C@H](NC(=O)C1CCN(S(=O)(=O)c2ccccc2)CC1)C(=O)NCc1ccccc1	-5	-1	-2	5	6	-7	9	-1.0	1
CCOc1ncccc1C(=O)OCC(=O)Nc1c(C)cccc1C	-7	3	-4	-7	-2	-2	3	1.7	0
CC1c2cc3c(cc2CCN1C(=O)c1cccc(Cl)c1)OCCCO3 (configuration not stated)	1	13	-5	-3	-3	-6	-5	0.7	2
Cc1[nH]ncc1Nc1c(C(C)C)cccc1C(C)C	-4	·	1	·	1	-3	4	·	-2
CC(=O)Nc1ccc(CNc2nc3cc(-c4ccccc4C)sc3c(=O)n2C)cc1	4	·	2	·	-6	-12	-1	·	2
COc1ccc(CN(C)C[C@@H]2OCCCC[C@H](C)Oc3ccc(NC(=O)Nc4ccc(F)cc4)cc3C(=O)N([C@H](C)CO)C[C@H]2C)cc1	4	·	-2	-3	-2	5	2	0.1	-1
O=[N+]([O-])c1ccccc1S(=O)(=O)Nc1cccc(-c2ccc3nncn3n2)c1	-1	3	0	2	2	-1	4	-1.9	2
CCOC(=O)c1ccc(NC2c3ccccc3C(=O)N2c2cccnc2)cc1 (configuration not stated)	4	1	5	-4	-3	-8	2	-2.9	4
COc1ccc(N2CCN(S(=O)(=O)c3c(C)[nH]c(C)c3C(=O)N3CCCC3)CC2)cc1	4	1	-4	7	3	-16	12	-1.7	0
CCCCC(=O)Nc1cccc(NC(=O)c2cccnc2Cl)c1	18	3	-4	0	-13	-2	-1	-1.7	1
O=C(CN1CCc2ccccc21)NCc1ccccc1Cl	-2	2	-5	15	1	0	-2	-0.9	0
Cc1cnc(C(=O)OCc2nc3ccccc3o2)cn1	9	-3	2	1	-4	-9	14	-1.3	1
COc1cccc(C2C3=C(N=c4s/c(=C\c5ccc(O)cc5)c(=O)n42)c2ccccc2CC3)c1OC (configuration not stated)	-3	3	3	-27	4	-4	-1	4.2	3
CC(=O)Nc1ccc(Nc2ccc3nonc3c2[N+](=O)[O-])cc1	2	5	2	14	3	4	4	-0.7	1
Cc1cc(C)cc(OCC(=O)Nc2ccc3c(c2)C(=O)c2ccccc2C3=O)c1	5	0	-1	-28	-2	10	1	4.1	2
CC(=O)c1ccc(NC(=O)C2CCCN(S(=O)(=O)c3cccc4nonc34)C2)cc1 (configuration not stated)	15	2	-3	-8	-4	-2	-6	1.4	8
O=C(Nc1ccc(F)c(Cl)c1)C1Cc2c(-c3cccc(F)c3)ccnc2O1 (configuration not stated)	8	·	2	·	-5	-9	4	·	5
